Bioassay records: PubChem BioAssay, The Scripps Research Institute Molecular Screening Center
TEAD-YAP inh: TEAD-YAP interaction inhibition, primary screen, TEAD-YAP interaction inhibitor project, luminescence, HEK-TIYL cells; TEAD-Gal4/YAP UAS-luciferase luminescence; inhibition, % at 9.12 µM; 640,000 tested, 1.4% active; AID 1259422, 2018; in the data active = inhibition above about 32%;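 note: 0% = median of test compound wells and 100% = reference inhibitor wells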
FBW7 act: FBW7 E3 ligase activators, primary screen, biochemical, AlphaScreen, human | normalized activity (activation), % at 26.1 µM | 650,000 tested, 0.13% active | AlphaScreen FBW7–phospho-cyclin E peptide binding, activator screen | AID 1259310, 2017 | F-box/WD repeat-containing protein 7 (Homo sapiens), Q969H0; in the data active = normalized activity above about 1.9%;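 note: purified mutant Fbw7 with reduced substrate affinity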
GPR151 ag: activators of human GPR151, primary screen, cell-based, PathHunter beta-arrestin, luminescence | activation, % at 11.2 µM | 650,000 tested, 1% active | G-protein coupled receptor 151 (Homo sapiens), Q8TDV0 | PathHunter beta-arrestin GPR151 cells | AID 1508602, 2020; in the data active = activation above about 4.9%;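 note: 0% = median of compound wells and 100% = cells with positive control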
Target sequence (Q8TDV0 whole entry, looked up): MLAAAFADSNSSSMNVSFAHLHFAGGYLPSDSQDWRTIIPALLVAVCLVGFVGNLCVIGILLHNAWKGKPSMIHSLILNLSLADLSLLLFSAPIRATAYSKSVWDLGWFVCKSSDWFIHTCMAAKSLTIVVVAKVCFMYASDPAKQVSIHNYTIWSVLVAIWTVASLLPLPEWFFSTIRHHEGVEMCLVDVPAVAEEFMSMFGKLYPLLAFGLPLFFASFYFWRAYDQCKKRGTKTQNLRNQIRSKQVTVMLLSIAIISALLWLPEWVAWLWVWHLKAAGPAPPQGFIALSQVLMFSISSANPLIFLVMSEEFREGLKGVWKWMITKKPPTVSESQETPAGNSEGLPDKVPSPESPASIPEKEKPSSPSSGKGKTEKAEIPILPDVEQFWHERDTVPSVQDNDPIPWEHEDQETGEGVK
MITF inh: MITF inhibitors, primary screen, biochemical, AlphaScreen, human. inhibition, % at 2.6 µM. AID 1259374, 2018. 650,000 tested, 0.91% active. AlphaScreen MITF homodimerization, bead proximity signal. Microphthalmia-associated transcription factor (Homo sapiens), O75030; in the data active = inhibition above about 50%;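 note: 0% = vehicle wells with protein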
Target sequence (O75030 whole entry, looked up): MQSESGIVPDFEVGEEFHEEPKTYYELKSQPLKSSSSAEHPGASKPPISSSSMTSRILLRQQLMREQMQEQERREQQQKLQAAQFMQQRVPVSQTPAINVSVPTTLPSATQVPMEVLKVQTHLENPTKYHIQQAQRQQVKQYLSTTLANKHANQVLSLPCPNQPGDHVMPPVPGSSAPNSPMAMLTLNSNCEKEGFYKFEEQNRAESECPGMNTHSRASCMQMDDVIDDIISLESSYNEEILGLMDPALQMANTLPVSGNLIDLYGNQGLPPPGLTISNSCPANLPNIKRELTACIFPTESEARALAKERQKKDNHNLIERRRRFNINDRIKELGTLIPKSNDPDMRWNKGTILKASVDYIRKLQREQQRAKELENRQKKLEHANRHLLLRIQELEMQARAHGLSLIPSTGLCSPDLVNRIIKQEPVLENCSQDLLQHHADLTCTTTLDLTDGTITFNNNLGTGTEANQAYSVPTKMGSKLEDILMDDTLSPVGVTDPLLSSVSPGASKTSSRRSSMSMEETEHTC
Numbers without * were called inactive; nt = not tested or not shown; & = joins results of further samples.

SMILES | TEAD-YAP inh | FBW7 act | GPR151 ag | MITF inh
COc1cccc(CNC(C)C(O)c2ccccc2)c1 (centres undefined) | 11.0 | -0.2 | -0.5 | 5.1
CC(C)Cn1c(C=O)nc2ccccc21 | 11.0 | -0.1 | -0.6 | -3.3
NC(=O)COC(=O)CSC(c1ccccc1)c1ccccc1 | -5.2 | 0.1 | 0.6 | 8.1
COc1ccc(C(CC(=O)N2CCC3(CC2)OCCO3)NS(=O)(=O)c2ccc(F)cc2)cc1 (centres undefined) | 0.9 | -0.1 | 0.1 | 0.3
OC1/C(=C\c2ccccc2Cl)N2CCC1CC2 (centres undefined) | -0.8 | -0.2 | -0.4 | 16.2
CC1N(C)CC(C(C)(C)C)CC1(O)c1ccccc1 (centres undefined) | 7.1 | -0.1 | -0.2 | -7.6
C1CCN(CC2COC3(CCCCC3)O2)CC1 (centres undefined) | 0.3 | 0.1 | 1.2 | 9.0
ClCCN(Cc1ccccc1)Cc1ccccc1 | -3.3 | 0.1 | -0.9 | -5.7
CC1CCC(C(C)C)C(OC(=O)Cn2c(COc3ccccc3)[n+](C)c3ccccc32)C1 (centres undefined) | 37.0* | 0.0 | 1.5 | -10.8
C(=N\NC1=NCCCCC1)/c1c[nH]c2ccccc12 | -8.4 | -0.1 | 1.7 | -7.7
O=C(Nc1ccc2[nH]ncc2c1)C1CN(Cc2ccccc2)CC1c1ccccc1Cl (centres undefined) (tested in a mixture with another compound) | 7.7 | 0.0 | -0.4 | 3.1
O=C1CN(C(=O)CN2CCCCC2)C(c2ccccc2)c2cc(Br)ccc2N1 (centres undefined) | -4.7 | 0.0 | 0.2 | 17.5
CCc1ccc(CN2CCN(Cc3ccccc3OC)CC2)cc1 | -2.8 | -0.2 | 0.1 | 72.5*
O=C(c1cc(-c2ccccc2)on1)N1CCC2(CC1)OCCO2 | -52.1 | 0.1 | -5.1 | 4.2
Cc1cc(N(C)C)cc(C)[n+]1OC(=O)N(c1ccccc1)c1ccccc1 | 64.1* | -0.2 | -0.2 | -1.6
COc1ccc(OC)c(CN2CCN(c3ccccc3)CC2)c1 | 3.2 | 0.0 | -0.9 | 45.8
CCOC(=O)C1C2NC(=S)N(c3ccc(F)cc3)C1(C)Oc1c(Br)cc(Br)cc12 (centres undefined) | -1.0 | -0.3 | -0.9 | 0.6
CNS(=O)(=O)c1ccc(N=Cc2c(O)n(-c3cccc(C)c3)c(=O)[nH]c2=O)cc1 | 9.3 | -0.2 | -0.3 | 3.1
CCCCC/C=C\C/C=C\C/C=C\C/C=C\CCCC(=O)N[C@H](C)CO | nt | nt | 1.7 | 11.4
CN(C)c1ccc(NC(=O)CN2C3CCC2CC(O)(c2nccn2C)C3)cc1 (centres undefined) | 5.1 | -0.1 | -1.4 | -3.4
Oc1ccc(Br)cc1CN1CCN(Cc2ccccc2)CC1 | 0.6 | -0.3 | -0.3 | 2.0
Cc1cc(C)[n+]2c(C)csc2n1 | 6.3 | 0.2 | -1.0 | -5.9
O=c1[nH]c(=S)[nH]c(O)c1N=Nc1ccc2c(c1)OCO2 | -20.2 | -0.1 | -3.7 | 19.8
CC12CN3CC(C)(CN(C1)C3c1ccco1)C2O (centres undefined) | -10.2 | -0.1 | -0.2 | -4.0
CN1CCN(c2ccc([N+](=O)[O-])c(NCC3CCCO3)c2)CC1 (centres undefined) | -0.8 | 0.6 | 1.3 | 12.4
CC(C)c1ccc(C(=O)C2CN3CCC2CC3)cc1 (centres undefined) | 0.1 | 1.1 | -0.6 | 18.0
O=C(c1cccs1)N1C2CCC1CC(O)(c1cccnc1)C2 (centres undefined) | 5.7 | -0.2 | 1.3 | 0.5
O=C(Nc1nncs1)c1c(O)c2ccccc2n(Cc2ccccc2)c1=O | -1.8 | -0.1 | -0.4 | -1.8
CN(C)Cc1c[nH]c2ccccc12 | 6.3 | 0.4 | -2.2 | -12.4
N#CC1=C(N)Oc2c(c(=O)oc3ccccc23)C1c1cccc([N+](=O)[O-])c1 (centres undefined) | 1.5 | 0.0 | 0.8 | 2.2

Structural class: those above containing an NH in an aromatic ring (5)
SMILES | TEAD-YAP inh | FBW7 act | GPR151 ag | MITF inh
C(=N\NC1=NCCCCC1)/c1c[nH]c2ccccc12 | -8.4 | -0.1 | 1.7 | -7.7
O=C(Nc1ccc2[nH]ncc2c1)C1CN(Cc2ccccc2)CC1c1ccccc1Cl (centres undefined) (tested in a mixture with another compound) | 7.7 | 0.0 | -0.4 | 3.1
CNS(=O)(=O)c1ccc(N=Cc2c(O)n(-c3cccc(C)c3)c(=O)[nH]c2=O)cc1 | 9.3 | -0.2 | -0.3 | 3.1
O=c1[nH]c(=S)[nH]c(O)c1N=Nc1ccc2c(c1)OCO2 | -20.2 | -0.1 | -3.7 | 19.8
CN(C)Cc1c[nH]c2ccccc12 | 6.3 | 0.4 | -2.2 | -12.4

(list continues)
SMILES | TEAD-YAP inh | FBW7 act | GPR151 ag | MITF inh
CS(=O)(=O)c1ccc(N2CCNCC2)c(N)c1 | 4.9 | 0.0 | -0.8 | 12.7
Cc1ccccc1N1CCN(Cc2ccc([N+](=O)[O-])cc2)CC1 | -2.5 | -0.2 | 0.4 | 0.5
O=C(CCN1C(=O)c2cccc([N+](=O)[O-])c2C1=O)Nc1ccc(Cl)cc1C(=O)c1ccccc1 | -8.0 | -0.1 | -0.3 | -4.7
O=C1NC(=O)C(CCc2ccccn2)(CCc2ccccn2)C(=O)N1 | 6.4 | 0.0 | -0.6 | -14.5
CCC/C(=N\OCC)C1C(=O)CC(CC(C)SCC)CC1=O (centres undefined) | -1.6 | 0.1 | 0.5 | 7.9
CNC(C)C(O)c1ccccc1 (centres undefined) | 0.4 | 0.0 | -0.3 | -2.7
Cc1oc2cc(OC(=O)N(C)C)ccc2c(=O)c1-c1nc2ccccc2s1 | -33.8 | -0.1 | -1.1 | 4.4
CCCCn1c(=O)c(C(=O)Nc2cccnc2)c(O)c2ccccc21 | -5.7 | 0.0 | 0.1 | -0.8
Cc1ccc(C2=CCN(CC(=O)N3CCCCC3C)CC2)o1 (centres undefined) | -6.9 | 0.0 | 1.0 | -1.8
Cc1ccc2c(c1)C1CN(C)CCC1N2C(=O)CCCCCN1C(=O)c2ccccc2C1=O (centres undefined) | 1.1 | 0.7 | 1.0 | 22.7

For convenience, part of the list above.
SMILES | TEAD-YAP inh | FBW7 act | GPR151 ag | MITF inh
Cc1ccc(C2=CCN(CC(=O)N3CCCCC3C)CC2)o1 (centres undefined) | -6.9 | 0.0 | 1.0 | -1.8
Cc1ccc2c(c1)C1CN(C)CCC1N2C(=O)CCCCCN1C(=O)c2ccccc2C1=O (centres undefined) | 1.1 | 0.7 | 1.0 | 22.7

(list continues)
SMILES | TEAD-YAP inh | FBW7 act | GPR151 ag | MITF inh
CN1CCCC(C(O)(c2ccccc2)c2ccccc2)C1 (centres undefined) | -3.2 | 0.0 | -0.6 | -1.9
COc1cc(Br)cc(CN2CC3CC(C2)c2cccc(=O)n2C3)c1O (centres undefined) | 14.7 | 0.0 | -0.5 | 13.3
CC1(C)CC2(CCCN(CCC#N)C2)CCS1 (centres undefined) | 7.0 | -0.1 | 1.1 | -3.4
Fc1ccc(C2CC(c3cccnc3)Nc3ncnn32)cc1 (centres undefined) | 1.4 | 0.0 | 0.8 | -3.4
COc1cccc(/C=C/c2nc3ccccc3c(=O)n2-c2ccc(C)cc2)c1OC | 3.1 | -0.1 | 0.3 | -2.7
O=c1c2ccccc2nc(/C=C/c2ccccc2)n1-c1ccc(F)c(Cl)c1 | -2.7 | 0.0 | -0.4 | -1.9
O=[N+]([O-])c1cc(Br)c(O)c(Br)c1 | 1.7 | 0.1 | 0.8 | 10.3
COc1cc(Cl)c(CNCCc2ccccc2)cc1OC | 3.6 | 0.0 | -0.6 | -1.1
Cc1nc(-c2ccc(-c3ccc(C(=O)N4CCc5cc6c(cc54)C4(CCN(C)CC4)CO6)cc3)c(C)c2)no1 | -3.3 | 0.8&-0.2 | 2.9&2.7 | 8.2&-2.9
CC1=Nc2cc(C(=O)N3CCC4(CC3)OCCO4)ccc2Sc2ccc(Cl)cc21 | -14.9 | 0.2 | 0.4 | -1.9
O=Cc1c(C(=O)O)n(Cc2ccccc2)c2ccccc12 | 5.2 | 0.1 | 0.3 | -1.0
CCCCn1c(=O)c(C(=O)Nc2nc3ccccc3[nH]2)c(O)c2ccccc21 | 1.0 | 0.0 | -0.5 | 8.4
CN(C)c1ccc(/C=C2\C(=O)NC(=O)N(Cc3ccccc3Cl)C2=O)cc1 | 9.9 | -0.6 | 2.4 | 9.3
COc1ccc(C2SCC(=O)Nc3c2c(-c2ccccc2)nn3-c2ccccc2)cc1 (centres undefined) | 4.9 | -0.1 | 0.1 | 18.9
COc1cc(CN2CCN(c3ccc(Cl)cc3)CC2)ccc1O | 0.7 | 0.0 | -1.4 | 24.5
O=C1CC2OCC=C3CN4CC[C@]56c7ccccc7N1C5[C@H]2[C@H]3CC46 (some centres undefined) | -10.4&-6.0&-2.6 | -0.2&-0.1&0.1 | 0.7&3.4&3.8 | 0.7&-2.7&2.1
OC12C[C@@H](C3CO[C@@H]1O3)n1nnnc1N2 | -11.8 | -0.2 | 1.8 | -10.9
COc1ccc(C2C([N+](=O)[O-])=C(N)Oc3c2c(=O)oc2ccccc32)cc1 (centres undefined) | 2.4 | 0.0 | -0.5 | 10.2
COc1cccc(/C=C/c2nc3ccccc3c(=O)n2-c2ccc(C)c(C)c2)c1 | 12.8 | 0.2 | -0.3 | 9.4
C=CCOc1ccccc1CNCCc1ccccc1 | -3.4 | 0.0 | 0.4 | -0.6
CCOC(=O)C1C2NC(=S)N(c3c(C)cccc3C)C1(C)Oc1c(Cl)cc(Cl)cc12 (centres undefined) | -13.6 | -0.2 | 1.5 | -1.3
O=P(Oc1ccccc1)(Oc1ccccc1)N1CCCCC1 | -0.1 | 0.0 | -0.1 | 9.6
O=C(O)c1ccc(Nc2cnn(C34CC5CC(CC(C5)C3C(=O)O)C4)c(=O)c2Cl)cc1 (centres undefined) | -1.5 | -0.1 | -2.4 | -5.9
COc1ccc(CN2CCN(C)CC2)cc1Br | 6.6 | 0.9 | 1.5 | 72.8*
C=CCN1C(=O)C2(C(C#N)=C(N)OC(C)=C2C(=O)OC)c2ccccc21 (centres undefined) | 6.5 | -0.2 | 1.2 | -6.2
O=C(c1ccc2nc(-c3cccs3)c(-c3cccs3)nc2c1)N1CCC2(CC1)OCCO2 | 11.3 | 0.1 | -0.2 | 2.2
CCOC(=O)C12C(=O)Oc3ccc(Br)cc3C1C2(CC)C(=O)c1ccccc1 (centres undefined) | -12.4 | 0.1 | 0.2 | 1.9
COC(=O)N(c1ccccc1)P1(=S)OCCO1 | 14.3 | -0.1 | -0.5 | 10.3
CC(C)c1ccc(NP(=O)(OCC(F)(F)F)OCC(F)(F)F)cc1 | 1.8 | 0.2 | -1.8 | 6.9
COc1ccc(CCN2CCC(N(CCN(C)C)C(=O)Cc3ccc(F)cc3)CC2)cc1 | 7.9 | -0.3 | 2.9 | -6.9
CN(C(=O)CN1C2CCC1CC(O)(c1ccccn1)C2)C1CCCCC1 (centres undefined) | 5.8 | -0.2 | 1.6 | 26.4
CCOC(=O)c1c(N)n(Cc2ccc(OC)c(OC)c2)c2nc3ccccc3nc12 | -9.7 | -0.1 | -0.4 | -12.4
C=CCc1cc(/C=C/[N+](=O)[O-])cc(OCC)c1O | 16.2 | 0.0 | 1.7 | 24.7
CCOC(=O)C1C2NC(=S)NC1(C)Oc1c(OC)cccc12 (centres undefined) | -14.0 | -0.1 | 1.8 | -10.2
O=C(CN1CC(c2ccccc2)CC1=O)Nc1ccc(F)c(Cl)c1 (centres undefined) | -3.7 | 0.0 | 0.2 | -2.5
CC[C@@H](C(N)=O)N1CCCC1=O | 11.3&-7.0 | 0.2&-0.1&0.0 | 0.1&2.2&0.4 | 10.1&-0.6&-18.1
COc1ccc(-n2c(/C=C\c3ccccc3F)nc3ccccc3c2=O)cc1OC | -0.9 | 0.1 | -0.3 | 11.5
CC(O)C(C)OC(=O)[C@@H]1C[C@@H]2c3cccc4c3c(cn4C(C)C)C[C@H]2N(C)C1 (some centres undefined) | 16.4 | 0.4 | -1.7 | 19.1
CCN1CCN(C(=O)COc2cc(=O)n(CC)c3ccccc23)CC1 | 10.5 | 0.2 | 0.2 | 7.0
O=C(Cn1cnc2ccccc2c1=O)N1CC2CC(C1)c1cccc(=O)n1C2 (centres undefined) | -1.0 | 0.0 | 0.2 | 6.8
COc1ccc(-n2c(/C=C/c3ccc4c(c3)OCO4)nc3ccccc3c2=O)cc1 | 8.1 | -0.1 | -1.1 | 21.2
Cc1ccccc1C1CNC(=O)C1 (centres undefined) | 2.3 | 0.3 | -0.4 | 14.7
CCOc1ccccc1CNCCc1ccccc1 | -3.3 | -0.2 | -1.1 | -1.3
CN(C)C(=O)Oc1ccc(/C=c2\sc3nc4ccccc4n3c2=O)cc1 | -7.9 | 0.1 | -0.8 | 10.4
O=[N+]([O-])c1ccc(CN2CCCCC2c2cccnc2)cc1 (centres undefined) | -6.0 | -0.3 | 2.1 | -3.6
O=c1cccc2n1CC1CC2CN(Cc2ccc(F)c(Br)c2)C1 (centres undefined) | -6.4 | 0.1 | 0.8 | 2.2
COc1ccc(C2SCC(=O)Nc3c2c(C)nn3-c2ccccc2)cc1 (centres undefined) | -10.6 | -0.1 | 1.0 | -3.6

The list is partial. The share of hits here may be higher or lower than overall.
